Screens: PubChem, several laboratories
V-ATPase pH = regulators of yeast V-ATPase proton pumping, primary screen, pHLuorin cytosolic pH fluorescence | S. cerevisiae | 0.37% of 350,000 active | AID 504577, 2011 | response, % at 10 µM; in the data active means response mostly above about 7.3%, no sharp cut-off; inactive means mostly below about 5.4%; further: actives read high; inactives centre near 0; some compounds called inactive have numbers as strong as hits; reference of the scale not given here
cardiac RTF act = cardiac RTF calcium sensitivity activators, primary screen, biochemical, IANBD-TnC fluorescence, EC20 calcium; Troponin I, cardiac muscle (Homo sapiens) + Troponin T, cardiac muscle (Homo sapiens) + …; IANBD-labeled TnC RTF fluorescence at EC20 calcium; 0% EC20 calcium, 100% full calcium; activation, % at 7.2 µM; 0.24% of 340,000 active; AID 493008, 2010;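 active means activation above the mean over all tested compounds plus 3 SD, cut at about 30% in these data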;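 further: rise in fluorescence read as greater calcium sensitivity of cardiac thin filaments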
OPRM1-OPRD1 ag = agonists of OPRM1-OPRD1 heterodimerization, primary screen, cell-based, luminescence | cells | activation, % at 9.3 µM | 0.3% of 340,000 active; in the data active means activation above about 18%;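 further: 0% = vehicle-treated cells and 100% = reference agonist; values of inactives mirror those of a sister screen read the other way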
Wnt bcat act = Wnt/beta-catenin pathway activators, primary screen, cell-based, plate reader, single point; AID 743398, 2014; activation, % at 9.35 µM; 1.2% of 300,000 active; Wnt/beta-catenin reporter cell assay, activator; in the data active means activation above about 30%, passing the limit was not always enough; inconclusive means no clear call, values can overlap the other calls;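 further: 0% = neutral control wells and 100% = positive control wells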
RTF Ca sens inh = cardiac RTF calcium sensitivity inhibitors, primary screen, biochemical, IANBD-TnC fluorescence, EC70 calcium. Troponin I, cardiac muscle (Homo sapiens) + Troponin T, cardiac muscle (Homo sapiens) + …. 0.12% of 340,000 active. AID 493244, 2011. inhibition, % at 7.15 µM. IANBD-labeled cardiac RTF, Ca2+ fluorescence;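 active means inhibition above the mean inhibition of all tested compounds plus 3 SD, cut at about 17% in these data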;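 further: assay run at fixed EC70 calcium of 1.6 mM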
MOR-DOR inv ag = inverse agonists of MOR-DOR heterodimerization, primary screen, cell-based, luminescence. Mu-type opioid receptor (Homo sapiens) + Delta-type opioid receptor (Homo sapiens), …. cell-based MOR-DOR heterodimer luminescence, inverse agonism. inhibition, % at 9.3 µM. 0.21% of 340,000 active; in the data active means inhibition above about 22%, passing the limit was not always enough;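 further: 0% = cells with DMSO and 100% = wells without cells with DMSO; values of inactives mirror those of a sister screen read the other way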
Keap1 Nrf2 FP = Keap1-Nrf2 protein-protein interaction inhibitors, primary screen, biochemical, fluorescence polarization, single point; Kelch-like ECH-associated protein 1 (Homo sapiens), Q14145; inhibition, % at 9.4 µM; AID 504523, 2011; 0.15% of 340,000 active; Keap1 Kelch-Nrf2 peptide fluorescence polarization, 1536-well; in the data active means inhibition above about 12%; inconclusive means no clear call, values can overlap the other calls; inactive means below about 7.3%;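 further: human Keap1 Kelch domain with fluorescein labeled Nrf2 9mer peptide probe; 0% = neutral control wells and 100% = peptide positive control; higher means more block of Keap1 binding to Nrf2 peptide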
C-LANA FP = inhibitors of KSHV C-LANA binding to DNA, primary screen, biochemical, fluorescence polarization, FAM-LBS DNA, MBP-C-LANA, single point; Kaposi's sarcoma herpesvirus LANA C-terminal domain (residues 932-1162) DNA binding; inhibition, % at 9 µM; 0.078% of 340,000 active; AID 504423, 2011;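 active means highest replicate inhibition at or above 60% at 9 µM, even if other replicates fall short; inactive means all replicates below 60% inhibition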;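 further: 0% = neutral control wells and 100% = 4 µM acridine orange control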
Arrestin-AP2 inh = inhibitors of beta-arrestin/AP2 binding, primary screen, biochemical, GPCR trafficking, flow cytometry. beta-arrestin 1 C-terminal peptide binding to AP2 beta2-adaptin appendage (human). FITC-arrestin peptide / GST-AP2 beads; AP2 beta2 appendage carries R879A mutation. inhibition, % at 10 µM. 0.31% of 340,000 active;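 active means inhibition above a set limit, near 3 SD of compounds lacking own fluorescence, cut at about 54% in these data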;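 further: plate controls were DMSO wells for no effect and 5 µM unlabelled arrestin peptide for full effect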
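System: GST-AP2 R879A glutathione beads. Medium: PBS with 0.05% Tween 20 and 0.1% BSA. Also added: FITC-arrestin peptide, 50 nM. Incubation: 12 min plus 1 h, RT. Measured by: high-throughput flow cytometry of beads, ex 488, em 535 nm. Evaluation: percent drop in bead-associated FITC signal.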
DSG3 Ab inh = inhibitors of pemphigus antibody binding to DSG3, primary screen, biochemical, bead-based, flow cytometry, scFv-GFP | DSG3-coupled beads, scFv-anti-DSG3-GFP binding; stronger effect = lower value | binding (percent of control), % at 10 µM | 0.48% of 310,000 active;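 active means binding more than 3 SD below its plate's average and above zero; inconclusive means below that plate limit but binding exactly zero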;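 further: hits lower antibody fragment binding to DSG3; some compounds called inactive have numbers as strong as hits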
Target sequence (P32926 whole entry, looked up, the tested form may be a part): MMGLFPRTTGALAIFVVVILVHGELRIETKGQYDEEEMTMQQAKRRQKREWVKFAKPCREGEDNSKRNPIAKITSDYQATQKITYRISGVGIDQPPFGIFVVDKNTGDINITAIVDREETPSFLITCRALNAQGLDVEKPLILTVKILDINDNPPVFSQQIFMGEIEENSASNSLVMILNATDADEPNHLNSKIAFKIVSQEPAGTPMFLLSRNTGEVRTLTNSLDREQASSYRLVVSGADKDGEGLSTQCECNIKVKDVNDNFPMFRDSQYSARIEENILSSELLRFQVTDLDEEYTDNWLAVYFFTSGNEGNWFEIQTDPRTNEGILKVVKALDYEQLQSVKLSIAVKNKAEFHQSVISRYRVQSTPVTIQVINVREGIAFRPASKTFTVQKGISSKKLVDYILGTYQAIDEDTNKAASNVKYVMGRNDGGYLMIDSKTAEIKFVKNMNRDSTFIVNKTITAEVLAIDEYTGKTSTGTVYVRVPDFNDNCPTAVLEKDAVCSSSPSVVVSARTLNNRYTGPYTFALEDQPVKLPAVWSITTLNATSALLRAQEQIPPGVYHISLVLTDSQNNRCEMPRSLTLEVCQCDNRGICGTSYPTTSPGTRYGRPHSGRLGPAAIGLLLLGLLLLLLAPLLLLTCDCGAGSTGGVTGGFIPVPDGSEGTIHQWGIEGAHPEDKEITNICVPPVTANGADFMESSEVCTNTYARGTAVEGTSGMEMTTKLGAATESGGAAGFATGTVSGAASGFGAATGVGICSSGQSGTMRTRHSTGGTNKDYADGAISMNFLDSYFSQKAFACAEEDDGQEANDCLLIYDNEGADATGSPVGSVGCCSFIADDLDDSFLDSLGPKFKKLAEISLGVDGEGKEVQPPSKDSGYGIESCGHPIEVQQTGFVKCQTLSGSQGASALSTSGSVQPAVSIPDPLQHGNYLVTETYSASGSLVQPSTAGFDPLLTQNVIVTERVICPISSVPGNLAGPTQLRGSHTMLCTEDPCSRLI
The depositor's hits bear a star; u = inconclusive; x = not tested or not shown.

SMILES	V-ATPase pH	cardiac RTF act	OPRM1-OPRD1 ag	Wnt bcat act	RTF Ca sens inh	MOR-DOR inv ag	Keap1 Nrf2 FP	C-LANA FP	Arrestin-AP2 inh	DSG3 Ab inh
Cc1ccc(S(=O)(=O)Nc2ccc3c4c(cccc24)CC3)c(C)c1	-2	1	4.3	-2	0	-18	-1	-1.0	-1	109
NNC1=N[C@H]2CS(=O)(=O)C[C@H]2S1	3	7	0.6	0	2	-3	-8	-1.5	3	96
Cc1csc(SC(C)C(=O)NCC(=O)Nc2ccc(F)c(F)c2F)n1 (centres undefined)	-2	-3	-0.1	-1	-10	0	1	-0.3	4	96
CCC(C)c1ccc(NC(=S)N2CCCC2)cc1 (centres undefined)	-3	-7	-2.1	12	4	12	0	-1.0	0	122
C=C(C)C1CC=C(C)/C(=N/NC(=S)Nc2ccccc2)C1 (centres undefined)	-1	-4	-1.0	-3	1	5	-5	-0.3	-7	65
COC(=O)Oc1ccc(/C=N/NS(=O)(=O)c2ccccc2)cc1OC	5	0	0.5	-2	-6	-2	-1	-1.2	36	108
CC(C)(C)NC(=O)CN(C(=O)CCC(=O)Nc1nccs1)c1ccc2c(c1)OCCO2	-1	1	0.7	0	10	-4	-1	-1.3	2	100
CCCN1C(=O)/C(=C2\SC(N3CCCCC3)=NC2=O)c2ccccc21	4	-9	-2.1	12	-7	13	-3	-0.9	-2	x
O=C(CCNC(=O)c1ccc(Br)cc1)NCc1ccccc1F	-4	0	-0.3	0	-10	2	-3	-0.4	55*	102
O=c1[nH]c2c(s1)C(c1ccccc1)C1C3CCC(C3)C1S2 (centres undefined)	1	-6	2.9	x	5	-17	-2	0.9	-1	103
CCCc1cc(=O)oc2cc(C)cc(OC(C)C(=O)NCC(O)c3ccccc3)c12 (centres undefined)	-1	0	-1.2	-2	-7	6	-2	-0.6	-8	99
COc1ccc(C(NC(=O)CNC(C)=O)C(=O)Nc2ccc3c(c2)OCCO3)cc1 (centres undefined)	1	0	-1.9	0	-4	9	-5	2.7	0	111
Oc1ccccc1N=Cc1c(O)ccc2oc3c(c12)CCCC3	-6	1	9.6	3	-19	-50	-12	1.8	-8	103
CC(=O)c1cccc(NC(=O)CCNS(=O)(=O)c2cccc3nsnc23)c1	1	-6	-1.5	-4	8	9	2	-1.7	-3	100
C#CCOCCOCCOCCNc1nc(N2CCN(C(=O)Cn3cc(CC(C)O)nn3)CC2)nc(N2CCN(C(=O)[C@H](CCCCN)n3cc(CCC(=O)O)nn3)CC2)n1 (some centres undefined)	-1	2	-0.6	1	4	4	-1	0.2	7	106
CC(=O)Nc1ccc(OCC(O)CN2CCN(c3ccc(Cl)cc3)CC2)cc1 (centres undefined)	0	2	-0.8	x	2	4	-4	-0.6	-7	99
C[C@H](NC(=O)C1(c2ccccc2)CCN(C(=O)[C@H]2CSCN2C(=O)OC(C)(C)C)CC1)C(=O)O	-1	-2	-2.8	-3	-8	15	-1	0.3	11	102
O=C(Nc1sc2c(c1C(=O)O)CCCCC2)c1cccnc1	2	-5	-2.2	x	6	11	-1	0.4	2	113
COc1ccccc1NS(=O)(=O)c1cc(C(=O)NCCN2CCOCC2)ccc1Cl	0	17	1.0	x	-3	-6	-3	-1.4	7	99
Cc1nnc(NC(=O)c2ccc(-c3ccc([N+](=O)[O-])cc3)o2)s1	3	0	-2.8	-1	5	15	-1	1.0	2	x
O=C(Oc1ccc2ccccc2c1Br)N1CCCCCC1	-10	-3	1.1	x	1	-6	0	0.1	0	99
CCOc1ccc(-c2nonc2NC(=O)c2ccco2)cc1	-4	2	-1.1	-1	-1	6	1	0.5	8	109
CC(=O)c1ccc(S(=O)(=O)Nc2ccc(-n3cnnn3)cc2)cc1	3	-3	-1.0	-3	-12	4	0	4.6	-9	x
Cn1cccc1/C=N/NC(=O)c1ccc(OC(F)(F)C(F)F)cc1	-2	-8	-1.6	x	2	10	1	0.8	0	103
CC1(C)CC(=O)C=C(c2cccc(O)c2)C1=O	2	-1	-2.3	3	1	12	-5	0.5	6	102
CN(C)CCN1C(=O)C(=O)/C(=C(/O)c2ccc(S(=O)(=O)N3CCOCC3)cc2)C1c1ccc(F)cc1 (centres undefined)	3	2	-1.9	0	-9	10	-1	0.8	-14	109
CCOc1ccc2c(c1)N(C(=O)CN1C(=O)CCC1=O)C(C)(C)C=C2C	0	-2	-3.5	-1	-1	14	-1	-1.1	10	99
COc1ccc(CCNc2nc(-c3sc(N)nc3C)cs2)cc1OC	1	4	-1.2	x	-3	6	0	1.7	8	100
Clc1cccc(Cl)c1COn1nnc2ccccc21	-2	-1	-1.0	x	-3	5	1	-0.5	-5	109
CCc1ccccc1NC(=O)c1cc(-c2ccc(F)cc2)on1	7	-2	-1.5	8	4	8	0	-0.7	-8	101

An excerpt of these results, with two lines to a compound:
Results follow in this order: V-ATPase pH, cardiac RTF act, OPRM1-OPRD1 ag, Wnt bcat act, RTF Ca sens inh, MOR-DOR inv ag, Keap1 Nrf2 FP, C-LANA FP, Arrestin-AP2 inh, DSG3 Ab inh
Cn1cccc1/C=N/NC(=O)c1ccc(OC(F)(F)C(F)F)cc1
    -2, -8, -1.6, x, 2, 10, 1, 0.8, 0, 103
CC1(C)CC(=O)C=C(c2cccc(O)c2)C1=O
    2, -1, -2.3, 3, 1, 12, -5, 0.5, 6, 102

Next part.
SMILES	V-ATPase pH	cardiac RTF act	OPRM1-OPRD1 ag	Wnt bcat act	RTF Ca sens inh	MOR-DOR inv ag	Keap1 Nrf2 FP	C-LANA FP	Arrestin-AP2 inh	DSG3 Ab inh
Cc1nn(-c2ccccc2)c(N)c1N=Nc1ccc2ccccc2c1	-4	-8	0.3	12	12	-2	-3	-0.1	-1	90
COc1ccc(CC(=O)Nc2cccc(/C(C)=N/NC(=O)C3(C)CC3(Br)Br)c2)cc1 (centres undefined)	2	-3	-0.3	-1	-3	1	5	0.2	19	x
CCN(CC)C(=O)COc1ccc(N(C)S(=O)(=O)c2ccc(NC(C)=O)cc2)cc1	2	-1	-0.8	-4	-1	4	-7	-0.9	5	74
CCNC(=S)NNC(=O)c1nn(C)c(C)c1Cl	-1	2	-2.3	-1	6	12	-1	-0.8	39	89
CC(=O)c1ccc(N2CCN(CC(O)COC(c3ccccc3)c3ccccc3C)CC2)cc1 (centres undefined)	-2	-1	1.7	-1	-32	-9	-1	2.3	-9	106
Cc1nnc2c(NC3CCCC3)nc3ccccc3n12	-1	5	-3.7	1	-5	19	0	-2.4	-1	79
O=C(NC(=S)Nc1cccc(NC(=O)c2ccccc2)c1)c1cccc([N+](=O)[O-])c1	1	5	-1.6	-5	-3	8	1	0.3	44	105
Cc1ccc(NC(=O)C(=O)NCc2ccc(/C=N/NC(=O)c3c(C)nc4ccccn34)o2)cc1	3	1	-1.9	2	1	10	-1	1.1	-3	98
CC(C)C(=O)N(c1ccc2oc(=O)sc2c1)S(=O)(=O)c1ccccc1	-1	5	4.3	-2	-1	-23	0	-0.4	26	98
CC/C(Cc1ccccc1)=N\NC(=O)c1cc(C)oc1C	-1	1	-1.9	x	2	9	-5	0.0	2	101
CC1Cc2ccccc2N1C(=O)COC(=O)C1=COCCO1 (centres undefined)	-4	2	0.2	-2	-3	-1	-2	2.1	-7	104
CC(C)(Oc1ccc(Cl)cc1)C(=O)Nc1ccc2oc(-c3ccncc3)nc2c1	-4	-5	-1.0	x	0	6	-2	1.0	-4	104
COc1ccc(CCNC(=O)c2[nH]c(C)c(C(C)=O)c2C)cc1OC	8	3	-1.3	1	-9	8	-7	0.5	-3	92
Cn1c(SCc2ccc(Br)cc2)nnc1-c1ccccn1	1	x	x	u	x	x	-1	2.0	-4	101
Cc1csc(NC(=O)CSc2nnc(-c3cccs3)n2C)n1	-2	-5	-1.5	x	-5	8	-1	0.6	14	100
Cc1cc(C(=O)Nc2ccccc2C)n(-c2ccccc2)n1	2	-3	-3.3	2	4	19	0	-1.1	-10	93
COCCn1c(=S)[nH]c2cc(C(=O)N3CCC(C(N)=O)(N4CCCCC4)CC3)ccc2c1=O	-2	-5	-1.9	x	13	10	0	1.3	6	x
COc1ccc(CNC(=O)CN(Cc2ccco2)C(=O)CNS(=O)(=O)c2ccccc2)cc1	3	1	1.6	6	-13	-10	-3	0.9	16	x
Cc1ccc(NS(=O)(=O)c2ccc(C)c(NC(=O)COc3ccc4ccccc4c3)c2)c(C)c1	-3	1	8.8	-1	-6	-42	4	1.1	-7	102
COC(=O)c1cccc(NC(=O)CCNC(=O)c2ccco2)c1	0	4	2.6	-1	-8	-16	u	-1.0	-2	x
COc1ccccc1NC(=O)N1c2ccc(F)cc2CCC1C (centres undefined)	4	-6	-2.1	-2	-6	12	-1	-0.5	24	95
Cc1cc(C)cc(N(CCC#N)C(=O)COC(=O)CNC(=O)c2sc3ccccc3c2Cl)c1	0	1	-2.1	-1	2	11	4	1.2	-11	99
c1ccc2sc(-c3ccc4c(c3)OCO4)nc2c1	-3	5	-1.3	x	-3	6	-5	-1.1	3	102
N#CC1=C(N)N(c2ccccc2C#N)C2=C(C(=O)CCC2)C1c1ccsc1 (centres undefined)	3	7	0.6	7	-9	-3	2	0.5	1	97
CCOc1cc(/C=C2\CCn3c2nc2cc(Cl)ccc2c3=O)ccc1O	0	-3	1.6	0	-6	-12	-5	-1.1	-12	87
COCCN(C(=O)c1ccc(OC2CCN(S(=O)(=O)N(C)C)CC2)cc1)C(C)C	4	6	-3.2	0	-9	15	0	0.5	-3	107
CCOC(=O)N1CCN=C1SCc1ccc(C(F)(F)F)cc1	13	-3	0.8	-1	5	-4	2	-0.2	0	111
O=C(CSc1ncn(-c2ccccc2)n1)Nc1ccc2c(c1)OCCO2	0	-1	-2.4	0	1	13	2	0.9	5	94
NS(=O)(=O)c1ccc(N2CCOCC2)c(C(=O)NCc2ccc3c(c2)OCO3)c1	-2	7	-2.9	1	-2	15	x	x	-4	102
Cc1cccc(-n2c(=O)c3c(C)c(C)sc3n(CC(N)=O)c2=O)c1	-2	6	-3.0	1	5	16	0	-0.5	-12	98
Cc1ncsc1CCSc1nc2ccccc2c(=O)n1C	0	-2	1.0	-3	-3	-6	6	0.9	9	98
Cn1c(NCc2ccco2)nc2ccccc21	1	-2	-0.8	x	2	4	-3	0.6	0	x
O=C(/C=C/c1ccc(F)cc1)NC(=S)N1CCN(Cc2ccccc2)CC1	-3	3	-1.7	0	-15	8	0	0.0	1	107
